High-throughput results (PubChem)
hgDAF12 agonist – agonists of H. glycines DAF-12 nuclear receptor; AID 687014; activation, % at 6.8 µM; HEK293 GAL4-hgDAF12 UAS-luciferase reporter, agonist luminescence; normalized to butyrate control; hit rate 1.8% among 370,000;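 active = activation above a cutoff set at the mean of all screened compounds plus 3 SD, cut at about 10% in these data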;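 note: 0% = DMSO wells and 100% = sodium butyrate wells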
ADAM17 inh – inhibitors of human ADAM17 | P78536 | recombinant ADAM17, EDANS/DABCYL FRET peptide cleavage | inhibition, % at 6.95 µM | hit rate 0.83% among 370,000 | AID 720648;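 active = inhibition above the mean of compounds lying between control limits plus 3 SD, set per campaign, cut at about 8.5% in these data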;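 note: 0% = DMSO-only wells as the low control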
Target sequence (P78536 215-824 limits assumed): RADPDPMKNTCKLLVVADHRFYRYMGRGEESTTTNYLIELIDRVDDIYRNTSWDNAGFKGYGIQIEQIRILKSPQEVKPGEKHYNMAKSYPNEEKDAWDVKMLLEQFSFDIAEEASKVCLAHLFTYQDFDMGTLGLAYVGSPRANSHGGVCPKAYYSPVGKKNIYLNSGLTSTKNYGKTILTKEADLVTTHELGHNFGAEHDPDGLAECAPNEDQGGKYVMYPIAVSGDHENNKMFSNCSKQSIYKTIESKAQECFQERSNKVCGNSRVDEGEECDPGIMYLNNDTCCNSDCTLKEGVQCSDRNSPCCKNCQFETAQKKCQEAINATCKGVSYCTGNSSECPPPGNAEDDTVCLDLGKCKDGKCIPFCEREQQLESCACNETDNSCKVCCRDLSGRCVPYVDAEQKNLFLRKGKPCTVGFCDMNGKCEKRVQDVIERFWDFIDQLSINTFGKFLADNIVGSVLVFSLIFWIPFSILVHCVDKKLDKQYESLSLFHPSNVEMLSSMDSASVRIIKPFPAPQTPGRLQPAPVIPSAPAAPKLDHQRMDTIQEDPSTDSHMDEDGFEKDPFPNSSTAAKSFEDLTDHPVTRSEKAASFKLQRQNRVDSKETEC
FXN GAA850 act – activators of GAA850 frataxin (FXN) promoter; activation, % at 6 µM; hit rate 0.56% among 360,000; HEK293 lucGAA850 FXN promoter luciferase reporter, 24 h; percent of 10 µM SAHA response;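 active = activation above the average of all compounds screened plus 3 SD, cutoff fixed separately per campaign, cut at about 7.5% in these data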;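 note: 0% = DMSO wells and 100% = 10 µM SAHA wells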
PG9 binder – binds the HIV-1 gp120 antibody PG9; TR-FRET gp120-PG9 antibody binding; inhibition, % at 6.7 µM; hit rate 0.43% among 360,000; AID 624416; in the data active = inhibition above about 8.5%
DAX1 inh-1 – inhibitors of DAX1 repression of SF-1 activated StAR promoter; HEK293T StAR-luciferase reporter, SF-1/DAX-1 repression relief; inhibition, % at 6.8 µM; hit rate 1.1% among 370,000; AID 652010;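 active = inhibition above the mean over all tested compounds plus 3 SD, cut at about 3.6% in these data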;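 note: 0% = DAX-1 cells with DMSO and 100% = cells lacking DAX-1 with DMSO; higher inhibition means more luminescence from relief of DAX-1 repression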
ADAM10 inh – ADAM10 inhibition, QFRET primary screen; recombinant ADAM10, EDANS/DABCYL FRET peptide cleavage, 3 h; inhibition, % at 7 µM; hit rate 0.62% among 370,000;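 active = inhibition above a per-campaign cutoff equal to the mean of compounds falling between control-based bounds plus 3 SD, cut at about 20% in these data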;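 note: 0% = DMSO wells while the 100% control is not disclosed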
SMARCA2 act – increases SMARCA2 function in MMTV reporter cells; MG213 cells, MMTV-luciferase reporter, dexamethasone, overnight; activation, % at 9.1 µM; hit rate 1% among 370,000; AID 652017; in the data active = activation above about 7.8%;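 note: 0% = vehicle wells and 100% = reference activator wells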
hcDAF12 agonist – activates DAF-12 receptor from parasite H. contortus; activation, % at 6.8 µM; AID 652067; hit rate 1.4% among 370,000; HEK293 hcDAF-12 lit1-tk-luc reporter, luminescence; 0% DMSO, 100% Δ7-dafachronic acid;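 active = activation above the mean of all tested compounds plus 3 SD, cut at about 5.5% in these data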;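 note: 100% = response to 3 µM Δ7-dafachronic acid high control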
ssDAF-12 act – activators of S. stercoralis DAF-12 nuclear receptor | HEK293 ssDAF-12/GRIP1 lit1-tk-luc reporter, luminescence; % of 3 µM dafachronic acid response | activation, % at 6.8 µM | hit rate 1% among 370,000;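 active = activation above the mean over all tested compounds plus 3 SD, cut at about 0.9% in these data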;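 note: 0% = DMSO-only wells and 100% = 3 µM delta7-dafachronic acid wells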
GC-A act – GC-A (human) enzyme activation; P16066; HEK293 GC-A cells, cGMP TR-FRET, EC30 ANP; 0% at EC30 ANP, 100% saturating ANP; activation, % at 10 µM; hit rate 0.14% among 370,000; AID 1671463; in the data active = activation above about 40%
DAX1 inh-2 – inhibitors of human orphan nuclear receptor DAX1 (NR0B1). HEK293 Gal4-DAX1 luciferase reporter, luminescence. inhibition, % at 6.75 µM. hit rate 0.99% among 340,000. AID 504766;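 active = inhibition above the mean over all tested compounds plus 3 SD, cut at about 4.2% in these data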;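 note: 0% = DAX1-transfected cells with DMSO and 100% = empty-vector control cells with DMSO; inhibition shows as a rise in luminescence from relieved DAX1 repression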
Target sequence (P51843 207-470 limits assumed): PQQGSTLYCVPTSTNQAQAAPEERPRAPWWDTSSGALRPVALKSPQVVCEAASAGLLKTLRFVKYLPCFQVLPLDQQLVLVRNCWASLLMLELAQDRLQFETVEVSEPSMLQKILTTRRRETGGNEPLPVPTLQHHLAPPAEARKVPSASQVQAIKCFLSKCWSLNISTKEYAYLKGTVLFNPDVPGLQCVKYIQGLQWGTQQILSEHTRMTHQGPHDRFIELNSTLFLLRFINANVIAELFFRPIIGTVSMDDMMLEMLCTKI
The depositor's hits bear a star; i = inactive; . = not tested or not shown. Compounds as they come; overall some 6.8% were active at least once.

SMILES | hgDAF12 agonist | ADAM17 inh | FXN GAA850 act | PG9 binder | DAX1 inh-1 | ADAM10 inh | SMARCA2 act | hcDAF12 agonist | ssDAF-12 act | GC-A act | DAX1 inh-2
COC(=O)[C@]12C[C@H](CC(=O)NCc3cccc4ccccc34)C(=O)N(Cc3ccco3)C1=C[C@H](C1CCCC1)O[C@@H]2C | -0.5 | 14* | . | . | -0.3 | 22* | -3 | -0.1 | -1.5 | -7 | .
COc1ccccc1OCc1nc(-c2cccc([N+](=O)[O-])c2)no1 | -1.2 | 2 | -0.5 | -3.7 | 0.1 | -8 | -4 | -1.2 | -0.8 | 7 | 0.2
COc1ccc(NC(C)C(=O)N/N=C/c2ccc([N+](=O)[O-])s2)cc1 (configuration not stated) | -6.8 | -8 | 0.8 | -3.6 | -2.6 | 2 | -4 | -2.2 | -0.9 | 3 | -0.7
Cc1cc(F)ccc1NC(=O)c1cccnc1 | 1.5 | -5 | -0.3 | -1.0 | -0.2 | -5 | -1 | -1.3 | -1.2 | -4 | 0.7
O=C(COC(=O)c1ccc(Br)o1)c1ccc(S(=O)(=O)N2CCCCC2)cc1 | -1.9 | 5 | 1.6 | -1.8 | -0.9 | -3 | 1 | 0.4 | -0.6 | 0 | 1.5
Cn1nc(C(C)(C)C)cc1N1C(=O)CCC1(C)C(=O)Nc1ccc2c(c1)OCCO2 (configuration not stated) | -2.6 | 0 | . | -0.6 | 0.7 | -43 | 1 | -0.3 | -0.5 | 0 | .
CCOC(=O)[C@H]1[C@H]2COc3ccc(Br)cc3[C@@H]2N2C(=O)c3cc(OC)c(OC)cc3NC(=O)[C@@]12C | -0.5 | 4 | -0.5 | -1.2 | -0.1 | 15 | 1 | -0.9 | -1.3 | -2 | 1.0
Cc1cc(NC(=O)CSc2nnnn2-c2ccc(C)c(Cl)c2)no1 | 0.6 | 2 | 2.8 | -2.3 | 0.4 | -14 | -1 | -1.4 | -1.0 | 1 | -0.1
CCCCCc1ccc(NC(=O)O[C@@H]2CC[C@@]34CCCN3C(=O)CCC[C@H]4C2)cc1 | 2.0 | 5 | . | . | . | 11 | . | -2.9 | -1.7 | -7 | .
CCOC(=O)c1nnn(-c2nonc2-n2cccc2)c1-c1cccc([N+](=O)[O-])c1 | -3.8 | -1 | -1.3 | 1.5 | 0.5 | 5 | -2 | -1.9 | -1.9 | 3 | -0.5
Cc1cc(C[n+]2ccsc2N)c2ncccc2c1 | 2.7 | -2 | 0.2 | -0.1 | 0.5 | -3 | -1 | -1.9 | -1.4 | -1 | 3.1
CS(=O)(=O)c1ncc(CO)n1Cc1ccccc1 | -1.8 | 0 | 1.0 | -1.1 | -0.1 | 11 | 3 | -1.1 | -1.3 | 3 | -1.4
O=C(CCCN1C(=O)/C(=C/c2cccc(Br)c2)SC1=S)Nc1ccccn1 | -1.3 | -2 | 0.2 | -0.5 | 0.3 | -1 | -3 | -0.1 | -1.2 | -1 | -0.8
O=C1C=C(c2ccccc2)C(=O)N1Nc1ccccc1 | 0.7 | 1 | 4.2 | -0.6 | 0.5 | 2 | 4 | -1.5 | -0.9 | 13 | 0.0
O=C(Nc1ccccc1N1CCOCC1)C1Cc2ccccc2CN1C(=O)c1ccco1 (configuration not stated) | -1.4 | -2 | 2.0 | 1.6 | -0.8 | -2 | -1 | 0.7 | -0.6 | -35 | 0.1
OC1CSc2nc3ccccc3n2C1 (configuration not stated) | 2.1 | -6 | 0.3 | 0.5 | -0.4 | -7 | -2 | -1.7 | -1.3 | 2 | -1.5
CCOC(=O)C(Cc1ccnc2ccccc12)=NO | -5.2 | 1 | 1.4 | 0.0 | -0.9 | 20* | -3 | -1.2 | -1.1 | -3 | -1.3
CC(=O)Nc1cccc(C(=O)/C=C/c2ccc(N(C)C)cc2)c1 | 0.3 | -1 | 2.8 | -2.5 | 0.3 | -9 | 1 | -1.7 | -1.1 | 6 | 2.0
COc1ccc(C(=O)OC(COc2ccccc2)Cn2ccnc2)cc1 (configuration not stated) | 0.1 | -1 | -2.2 | 1.0 | -1.0 | 4 | -2 | -1.8 | -1.6 | -6 | -0.4
O=C(Cn1cnc2c(nnn2Cc2ccccc2)c1=O)NCc1ccccc1Cl | -1.4 | -3 | -0.9 | -1.5 | -0.3 | -4 | -1 | 0.1 | -1.2 | 7 | -1.7

Some of these compounds in order of molecular weight, descending.
SMILES | hgDAF12 agonist | ADAM17 inh | FXN GAA850 act | PG9 binder | DAX1 inh-1 | ADAM10 inh | SMARCA2 act | hcDAF12 agonist | ssDAF-12 act | GC-A act | DAX1 inh-2
COc1ccc(C(=O)OC(COc2ccccc2)Cn2ccnc2)cc1 (configuration not stated) | 0.1 | -1 | -2.2 | 1.0 | -1.0 | 4 | -2 | -1.8 | -1.6 | -6 | -0.4
CS(=O)(=O)c1ncc(CO)n1Cc1ccccc1 | -1.8 | 0 | 1.0 | -1.1 | -0.1 | 11 | 3 | -1.1 | -1.3 | 3 | -1.4
O=C1C=C(c2ccccc2)C(=O)N1Nc1ccccc1 | 0.7 | 1 | 4.2 | -0.6 | 0.5 | 2 | 4 | -1.5 | -0.9 | 13 | 0.0
Cc1cc(C[n+]2ccsc2N)c2ncccc2c1 | 2.7 | -2 | 0.2 | -0.1 | 0.5 | -3 | -1 | -1.9 | -1.4 | -1 | 3.1

The listing continues:
SMILES | hgDAF12 agonist | ADAM17 inh | FXN GAA850 act | PG9 binder | DAX1 inh-1 | ADAM10 inh | SMARCA2 act | hcDAF12 agonist | ssDAF-12 act | GC-A act | DAX1 inh-2
CCCCC1CC(/C(C)=N/NC(N)=O)OC1=O (configuration not stated) | 3.1 | -1 | 1.8 | 1.7 | -0.3 | -78 | 1 | -0.4 | -0.7 | 0 | 1.1
COc1ccc(O)c(C(=O)/C=C/c2cc3ccccc3o2)c1 | -0.4 | -5 | 1.6 | -1.2 | -0.8 | -3 | -1 | -2.5 | -0.7 | -5 | 0.4
CC(C)C(NS(=O)(=O)c1ccc2c3c(cccc13)C(=O)N2)C(=O)O (configuration not stated) | -0.2 | -172 | -0.1 | 0.2 | 0.0 | i | 0 | -0.5 | -1.1 | 1 | 1.1
CCCCc1cc(=O)oc2cc(C)cc(OCC(=O)NCc3cccnc3)c12 | -3.0 | -97 | -0.6 | -0.3 | -5.9 | -294 | -1 | -2.1 | -1.4 | -18 | 1.3
CCCCCN(C(=O)CCC(=O)OCC(=O)N(C)c1ccccc1)c1c(N)n(CCCC)c(=O)[nH]c1=O | -1.1 | -2 | -0.5 | -0.6 | 1.1 | -2 | 2 | -0.6 | -1.1 | 0 | 2.0
COc1ccccc1N1CCN(S(=O)(=O)CCNC(=O)c2ccco2)CC1 | 3.4 | -6 | 1.5 | 0.2 | -1.1 | -11 | -2 | -1.5 | -1.1 | -1 | 0.7
Cn1c(=O)c(Oc2ccc(Cl)cc2)c(O)c2ccccc21 | -0.1 | -6 | -1.0 | -0.6 | 0.6 | -12 | 2 | 1.1 | 1.1* | 5 | -0.6
CCCCNC(=O)NCc1cnn(C)c1C | -3.4 | -6 | 0.6 | 0.6 | 0.1 | 1 | 4 | 3.9 | -0.6 | -1 | 0.9
Cc1ccc(Nc2cc(-n3cccn3)ncn2)c(C)c1 | 15* | 2 | 3.0 | 2.0 | 3.1 | -8 | 7 | -0.9 | -0.7 | 3 | 2.9
O=[N+]([O-])c1cccc(-c2ncc3ccccn23)c1 | 1.2 | -1 | 3.4 | -0.5 | -0.5 | 1 | 7 | -0.5 | -1.0 | -11 | 1.0
CC(=O)c1cc(C#N)c(Oc2ccc(F)cc2)nc1C | 1.0 | 0 | 0.8 | -0.3 | 0.6 | 4 | 0 | -0.7 | -1.1 | 4 | -0.3
Cc1ccc(S(=O)(=O)c2c(C)nn(-c3ccccc3)c2OC(=O)c2ccc(Br)o2)cc1 | -1.3 | -1 | 2.1 | 2.2 | 0.2 | -12 | -4 | 0.7 | -1.0 | -4 | 0.5
O=C(C1CCN(Cc2nc(-c3ccc(Cl)cc3)no2)CC1)N1CCOCC1 | 1.7 | -1 | 2.4 | 0.6 | -0.8 | 1 | -3 | 1.4 | -1.2 | 2 | 0.3
C=CCSc1nc2sc3c(c2c(=O)n1-c1ccccc1)CCN(C)C3 | -0.8 | -91 | 1.1 | -1.9 | -0.1 | -211 | -1 | -1.3 | -0.8 | 14 | -0.9
O=C(Nc1ccc(Br)cc1)c1cc2ccccn2n1 | 13* | -4 | 2.4 | -0.4 | 0.9 | -7 | -2 | 6.9* | 0.8 | 15 | 1.8
COC(=O)c1cc2c(c3c4cc(C)ccc4n(S(=O)(=O)c4cccc(C)c4)c13)C(=O)N(Cc1ccc(C(F)(F)F)cc1)C2 | 0.3 | -1 | . | 0.5 | 0.3 | -4 | 0 | 1.6 | -0.5 | -3 | .
Cc1csc(N=Nc2ccc(N(C)C)cc2)[n+]1[O-] | -4.0 | -2 | -6.1 | -124 | 0.8 | -2 | 1 | 0.2 | -1.1 | -55 | -3.1
Cc1cc(=O)c2cccc(Br)c2[nH]1 | 2.3 | -8 | -0.4 | 0.4 | 0.6 | -17 | 2 | 2.5 | -0.1 | 8 | 0.9
COc1ccccc1Cn1c(=S)[nH]c2cc(C(=O)NC(C)C)ccc2c1=O | 3.7 | 1 | 0.0 | 0.6 | 0.5 | 3 | 0 | 0.0 | -1.1 | 8 | 1.5
CC(=O)c1ccc(OC2(C)CCN(Cc3csc4ccccc34)C2)cc1 (configuration not stated) | -2.8 | -4 | -0.6 | -1.1 | -0.5 | -2 | -2 | 1.8 | -0.8 | 4 | .
CC(=O)Oc1cc2c(cc1OC(C)=O)C(=O)CCCC2 | 3.6 | -2 | -0.5 | -0.8 | -0.7 | -9 | 0 | -0.3 | -1.0 | 1 | 2.2
CC1CCC2(CC1)NC(=O)N(CC(=O)Nc1ccc3c(c1)CCC3)C2=O (configuration not stated) | -7.3 | -6 | -3.5 | -0.5 | -2.2 | 0 | -3 | -1.4 | -1.6 | 1 | 1.0
Cc1ccc(NC(=O)C2CCCN(C(=O)NCc3ccccc3)C2)c(C)c1 (configuration not stated) | -0.2 | -2 | 1.8 | -0.8 | -0.3 | 0 | -2 | -0.4 | -1.2 | 5 | -1.0
CCOC(=O)C1C(=O)NCC1c1ccccc1 (configuration not stated) | -4.4 | -1 | 2.3 | -0.9 | -0.3 | -5 | -2 | 2.6 | -1.0 | -1 | -1.6
CCCN(CC(=O)Nc1ccccc1OC)C(=O)c1ccc2c(c1)NC(=O)C(C)S2 (configuration not stated) | -3.5 | -2 | -2.2 | 0.3 | -1.9 | -4 | -2 | -2.2 | -0.4 | -1 | -0.2
CC(=O)Nc1cc(C(=O)NCc2ccco2)ccc1Sc1ccc(F)cc1 | -3.0 | -1 | -0.1 | -1.3 | -0.7 | 1 | -4 | 0.1 | -0.7 | 8 | 0.3
Cc1cc(C)c(S(=O)(=O)N(C)CC(N)=O)c(C)c1 | 1.2 | -1 | 0.7 | 0.8 | 0.1 | 2 | 3 | -0.9 | -1.2 | 2 | 1.4
